Source: PubChem (several laboratories)
DNMT1 inh – blocks human DNA methyltransferase DNMT1; P26358; DNMT1 molecular beacon, Hinp1I cleavage, fluorescence; actives 0.83% (n = 360,000); inhibition (reported as % activation of signal), % at 10 µM; in the data active means inhibition above about 50%
SUMO1-SIM PPI – modulators of human SUMO1-mediated protein-protein interactions; P63165; SUMO1 binding to a labelled peptide, TR-FRET, 1 h; inhibition, % at 20 µM; actives 0.33% (n = 360,000); in the data active means inhibition above about 37%
CSN deneddyl inh – inhibitors of human CSN-mediated cullin deneddylation; Q92905; actives 0.38% (n = 360,000); Purified CSN, SCF-Nedd8-OG deneddylation, fluorescence polarization; inhibition, % at 12.5 µM;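 active means pattern-corrected inhibition above about 35%, with an unprinted fluorescence ratio check between 0.5 and 1.5, limit read from the data, passing the limit was not always enough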;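 further: 0% = enzyme with substrate and 100% = substrate without enzyme; some results filed as inactive read as strong as hits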
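Material: purified human Csn5 enzyme expressed in HEK293T cells / Medium: Tris buffer pH 7.5, NaCl, DTT, Tween-20, trehalose, ovalbumin / Compound dosing: 12.5 µM single point / Schedule: 90 min incubation of compound, enzyme and substrate at room temperature / Signal: fluorescence polarization of the substrate / Control set: no-enzyme wells high, enzyme-with-substrate wells low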
LMPTP block – blocks human LMPTP phosphatase | AID 651560 | inhibition, % at 20 µM | actives 0.22% (n = 360,000) | P24666 | recombinant LMPTP-A, OMFP fluorogenic substrate, fluorescence intensity;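 active means compounds that cut the enzyme signal by at least half of the control window in the single-dose screen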;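 further: plate controls were DMSO wells with enzyme plus substrate for no effect and substrate without enzyme for full effect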
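Test system – LMPTP-A enzyme · Amount – LMPTP-A at 0.625 nM final in the reaction · Buffer or medium – Bis-Tris pH 6.0, DTT, detergent · Reagent – OMFP 400 µM · Doses – single 20 µM dose · Schedule – reaction 50 min, room temperature, dark · Detection – fluorescence intensity of OMFP turnover product · Evaluation – percent inhibition versus substrate-only and uninhibited controls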
Scp1 inh – Scp-1 (human) phosphatase inhibition. Q9GZU7. Recombinant Scp1, phosphopeptide, malachite green phosphate absorbance. inhibition, % at 20 µM. actives 0.88% (n = 340,000). AID 493091;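 active means inhibition above about 50% at 20 µM, limit read from the data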;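 further: plate controls were DMSO wells with enzyme for no effect and wells lacking enzyme for full effect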
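Test system – truncated SCP-1 phosphatase (76-261aa) · Reagent – Phosphorylated 17-residue peptide substrate · Incubation – 45 min room-temperature reaction, 5 min colour, 30 min stabiliser · Detection – colorimetric phosphate reagent with accelerator and stabiliser, absorbance at 630 nm · Measure – % inhibition at 20 µM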
Neddylation inh – blocks human cullin neddylation | P61081+Q13564 | TR-FRET cullin neddylation, biochemical | calls only at 25 µM | actives 0.58% (n = 360,000) | AID 651699; in the data active means inhibition above about 36%
STEP block – STEP (human) phosphatase inhibition; P54829; actives 0.25% (n = 360,000); recombinant STEP, OMFP fluorogenic substrate, fluorescence; inhibition, % at 20 µM;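 active means inhibition at 20 µM, scaled per plate between control wells, above about 37%, limit read from the data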;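 further: 0% = DMSO with enzyme and substrate and 100% = substrate only without enzyme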
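Assay system: isolated STEP enzyme / Timing: 20 min at room temperature, dark / Doses: 20 µM, 1% DMSO / Technique: fluorescence intensity, excitation 480 nm, emission 540 nm / Reagent: fluorogenic phosphatase substrate OMFP at 25 µM final / Measure: percent inhibition scaled to no-enzyme and uninhibited-enzyme controls, plate-pattern corrected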
Rin1 Abl inh – blocks binding of human Rin1 to Abl; TR-FRET Rin1/Abl binding, biochemical; inhibition, % at 7.35 µM; actives 0.4% (n = 360,000); in the data active means inhibition above about 5%, passing the limit was not always enough
NadD inh – blocks S. aureus nicotinate mononucleotide adenylyltransferase; purified NadD enzyme, colorimetric absorbance read-out; inhibition, % at 20 µM; actives 0.78% (n = 360,000); AID 602399; in the data active means inhibition above about 26%; further: some compounds past the cut are filed as inactive
Rpn11 block – blocks the human proteasome subunit Rpn11. O00487. human 26S proteasome, Ub4-pepOG fluorescence polarization; 20S core pre-blocked with epoxomicin. calls only at 20 µM. actives 0.59% (n = 360,000). AID 588493;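 active means inhibition at 20 µM, scaled to each plate's controls, above about 33%, limit read from the data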
* hit, by the source's call; i = inactive; . = no result given; + = active, no number.

SMILES	DNMT1 inh	SUMO1-SIM PPI	CSN deneddyl inh	LMPTP block	Scp1 inh	Neddylation inh	STEP block	Rin1 Abl inh	NadD inh	Rpn11 block
O=C(O)C(Cc1c[nH]c2ccccc12)NS(=O)(=O)c1cccc2nsnc12 (stereo not drawn)	10	-9	-7	-2.5	12	i	4	-1	0	i
O=C(O)C(Cc1c[nH]c2ccccc12)NS(=O)(=O)c1ccc2ccccc2c1 (stereo not drawn)	-6	1	-1	1.4	-1	i	3	0	6	i
Cc1c(S(=O)(=O)c2ccccn2)c(N)n(Cc2cccc(Cl)c2)c1C	-23	0	9	1.8	-8	i	-1	1	8	.
COC(=O)C(NNc1ccccc1)(NC(=O)c1cccc(F)c1)C(F)(F)F (stereo not drawn)	0	4	3	-1.2	3	i	-2	2	-1	i
CCCCn1c(=O)c(-[n+]2ccccc2)c([O-])c2ccccc21	3	2	-4	6.6	-6	i	8	-3	2	i
C=CCNC(=S)/N=c1/scc(C)n1C	-4	-3	-4	-0.5	-3	i	3	4	11	i
CCCc1cc(=O)[nH]c(N2CCN(Cc3ccc4c(c3)OCO4)CC2)n1	0	-1	2	-1.4	-5	i	0	-4	0	i
CCOC(=O)C1C(=O)C=C(c2ccc(NS(C)(=O)=O)cc2)CC1c1ccco1 (stereo not drawn)	0	-14	-1	0.9	-7	.	-1	-1	-2	i
CCC(C)c1ccccc1NC(=O)c1cc(C)no1 (stereo not drawn)	1	3	5	1.1	-3	i	-2	3	2	i
CC(C)CNc1ncnc2c1ncn2[C@H]1CN(Cc2ccc(C(=O)O)cc2)C[C@@H](CO)O1	-1	1	-8	-1.4	.	i	-2	1	-1	i
CC(C)c1ccc(NC(=S)NCCc2c[nH]c3ccccc23)cc1	-8	-3	-6	1.4	-5	i	-3	0	-2	i
O=C1Nc2ccccc2N(O)N1c1cc(-c2ccccc2Cl)no1	0	4	1	-1.1	-8	i	3	0	1	i
CCCOc1ccc(/C=N/Nc2cc(N3CCOCC3)ncn2)c(O)c1	10	3	5	0.3	-3	i	-1	-1	-6	i
CC(=O)N(C)C1=C(O)c2ccccc2C(=O)C1=O	-14	-26	1	3.5	-1	i	-1	2	3	i
COc1ccc(NC(=O)c2cccc(NC(=O)c3ccccc3)c2)c(OC)c1	-5	3	-2	-1.2	-10	i	-2	1	-10	i
COc1ccccc1CNC(=O)COc1cc2c(c3oc(=O)cc(C)c13)CCC(C)(C)O2	-3	3	-1	2.3	-1	.	-1	1	4	i
CN(C(=O)CC1C(=O)NCCN1Cc1ccc(F)c(F)c1)C1CCCCC1 (stereo not drawn)	-7	-6	-1	-1.8	-4	i	1	1	0	i
CCn1cc(/C=N\NC(=O)c2ccc3c(c2)c(C)c(C)n3Cc2ccccc2)c(C)n1	-2	12	2	2.6	0	.	4	0	-9	i
COc1ccc(NC(=O)N2CCN(C(=O)C3CCCO3)CC2)cc1 (stereo not drawn)	1	3	-2	-0.2	-7	i	-2	-3	2	i
O=C(c1cc2ccccc2o1)N1CCN(c2cccc(C(F)(F)F)c2)CC1	-2	-9	-2	3.9	-5	i	2	-1	-1	i
Cc1csc2nc(O)c(C(=O)NCc3ccc4c(c3)OCO4)c(=O)n12	0	7	-3	53*	-5	i	1	-2	10	i
O=C(Nc1cccc2nsnc12)c1cccnc1	-7	-14	-8	-0.7	-5	i	-2	-2	-6	i
O=c1[nH]c(=O)n([C@H]2C[C@H](O)[C@@H](CO)O2)cc1C(F)(F)F	0	0	3	-0.7	-6	i	-2	1	3	i
S=C1Nc2ccccc2CS1	3	-1	-2	-0.8	.	i	0	3	0	i
Cc1cccc(OCc2n[nH]c(=S)n2C2CCCCC2)c1	0	-2	-2	1.6	1	i	-5	0	6	i
CCCC(NC(=O)c1ccccc1)c1nc2ccccc2n1Cc1ccc(C(=O)OC)o1 (stereo not drawn)	-3	3	-2	-1.9	-2	i	0	-1	0	i
CCOC(=O)C1(CCc2ccccc2)CCN(C(=O)Cc2nonc2C)CC1	2	-12	-6	1.2	-4	i	0	0	3	i
CCSc1ncc(Cl)c(C(=O)Nc2ccccc2C)n1	-1	2	-5	-0.1	-7	i	3	2	-8	i
Cc1ccc(NC2c3ncccc3C(=O)N2Cc2ccc(F)cc2)cc1 (stereo not drawn)	1	1	-6	1.4	-4	i	1	0	-2	i
O=c1c2oc3ccccc3c2[nH]c(=S)n1-c1ccccc1	-1	7	-10	-1.1	-2	i	5	-19	-1	i

Entries listed so far with a COOH group (3):
SMILES	DNMT1 inh	SUMO1-SIM PPI	CSN deneddyl inh	LMPTP block	Scp1 inh	Neddylation inh	STEP block	Rin1 Abl inh	NadD inh	Rpn11 block
O=C(O)C(Cc1c[nH]c2ccccc12)NS(=O)(=O)c1cccc2nsnc12 (stereo not drawn)	10	-9	-7	-2.5	12	i	4	-1	0	i
O=C(O)C(Cc1c[nH]c2ccccc12)NS(=O)(=O)c1ccc2ccccc2c1 (stereo not drawn)	-6	1	-1	1.4	-1	i	3	0	6	i
CC(C)CNc1ncnc2c1ncn2[C@H]1CN(Cc2ccc(C(=O)O)cc2)C[C@@H](CO)O1	-1	1	-8	-1.4	.	i	-2	1	-1	i

Next compounds:
SMILES	DNMT1 inh	SUMO1-SIM PPI	CSN deneddyl inh	LMPTP block	Scp1 inh	Neddylation inh	STEP block	Rin1 Abl inh	NadD inh	Rpn11 block
CCCNC(=S)Nc1ccc(S(N)(=O)=O)cc1	5	2	-7	-1.3	-3	i	-2	3	-4	i
Cc1ccc2nc(NC(=O)c3ccccn3)sc2c1	-2	-1	8	2.2	-1	i	-4	-2	1	i
O=C(c1ccc(-n2cncn2)c([N+](=O)[O-])c1)N1CCN(S(=O)(=O)c2ccccc2F)CC1	0	-20	-6	-1.2	-1	i	-4	0	-3	i
O=C(NC1CCCCC1)C1CCN(S(=O)(=O)c2cccc3cccnc23)CC1	1	0	-1	-1.3	-6	i	-2	3	-3	i
CCOC(=O)c1c(SCCN2CCCC2)n(-c2ccccc2)c(=S)n(-c2ccccc2)c1=O	9	0	0	1.0	-2	i	1	2	1	i
CN(CC(=O)Nn1cnnc1)S(=O)(=O)c1cc(Cl)ccc1Cl	4	0	3	-0.7	-2	i	-1	0	8	i
CCn1cc(C(=O)NCCCN2CCCC(C)C2)c(=O)c2cc(S(=O)(=O)N3CCOCC3)ccc21 (stereo not drawn)	-1	1	1	1.1	-3	i	-1	0	10	i
CN1CCN(S(=O)(=O)c2cnccc2N2CCN(c3cccc(Cl)c3)CC2)CC1	-4	0	-7	-1.3	-7	i	-1	-1	-2	i
COc1ccc(/C=C/C(=O)NCCn2c(C)cc3ccccc32)cc1OC	-2	-10	1	0.4	-12	i	-1	6	-8	i
CC(=O)c1cccc(NC(=O)CSc2ncc(C(=O)Nc3ccccc3)c(=O)n2C)c1	0	-3	4	-0.5	-8	i	0	-3	-4	i
COc1ccc(C(=O)Nc2nc3nccc(-c4ccccc4)n3n2)cc1	9	4	-10	-2.0	-3	i	-2	-3	1	i
CCOC(=O)N1CCC(=C(C#N)C(=O)Nc2cc(OC)ccc2OC)CC1	-5	-1	2	0.2	-3	i	0	4	2	i
CCC(=O)c1cc2c(cc1NC(=O)c1ccccc1)OCCO2	-2	1	-2	0.4	-8	.	1	3	-3	i
CCCC(=O)Nc1ccc2c(c1)nc(CCN1CCCCC1)n2C	-1	2	0	2.3	-20	i	2	-2	4	i
Cn1cc(S(=O)(=O)N2CCOCC2)cc1C(=O)Nc1cccc(Cl)c1	-1	-4	-5	-0.2	-14	i	-2	2	-6	i
CC(=O)N1c2ccc(S(=O)(=O)N3CCC(C(=O)NCc4ccccc4)CC3)cc2CC1C (stereo not drawn)	-1	4	1	-0.7	-6	i	0	-2	1	i
COc1ccc(-n2c(C)cc(C(=O)CN3CCCCC3)c2C)cc1	-3	-2	-1	1.2	-6	i	-3	0	-1	i
CCOC(=O)C1CCN(C(=O)CCS(=O)(=O)c2ccc3c(c2)n(C)c(=O)c(=O)n3C)CC1	1	-1	-3	-0.5	-16	i	-4	2	-1	i
Cc1ccc2nc(NC(=O)COC(=O)c3ccco3)sc2c1	2	0	3	0.8	-5	i	1	4	6	i
CCN(CC)C(=O)COc1ccc(C=O)cc1OC	1	2	9	-0.9	1	i	-2	2	0	i
CC1CN(C(=O)c2cnn3c(C(F)F)cc(-c4ccccc4)nc23)CC(C)O1 (stereo not drawn)	-3	-6	0	-0.3	-7	i	-1	-6	8	i
CC(C)CNc1nc(N)c([N+](=O)[O-])c(NCC2CCCO2)n1 (stereo not drawn)	13	-1	-3	0.0	-4	i	2	1	-4	i
O=C(Nc1ccc2c(c1)nc1n2CCOC1)C1CCCCC1	3	5	1	-1.5	-1	i	-1	2	1	+
CCOC(=O)N1CCN(C(=O)CCC(=O)c2ccc(OCC)cc2)CC1	0	0	3	-1.2	-10	i	0	0	-6	i
CCOc1ccc(N(CC(=O)NC2CCCC2)C(=O)CCCC(=O)Nc2ccccn2)cc1	2	4	-1	0.5	-7	i	-3	3	8	i
CCN(CC)S(=O)(=O)c1ccc(NC(=O)c2ccccn2)cc1	-1	2	2	-0.5	3	i	-2	-4	-5	i
O=[N+]([O-])c1ccccc1S(=O)NCc1c(Cl)cccc1Cl (stereo not drawn)	-3	-26	0	0.0	.	i	2	3	6	i
CC(C)(C)NC(=O)C1Cc2ccccc2CN1S(=O)(=O)c1ccc(F)cc1 (stereo not drawn)	-2	0	-2	0.6	-9	i	5	2	-9	i
COc1ccccc1NC(=S)N1CCc2cc(OC)c(OC)cc2C1	0	-2	-11	-1.0	4	i	-2	0	-3	i
CCC(=O)c1ccc(OCC(=O)NC2CCCC2)cc1	3	-6	7	-0.2	-2	i	-1	1	-6	i
CCC1CCCCN1S(=O)(=O)c1ccc2c(c1)CCN2C(C)=O (stereo not drawn)	-1	1	5	-1.2	-8	i	3	-1	0	i
Cc1cc(/C=N/NC(N)=O)c(C)n1C1CCCCC1	-8	-1	-2	0.1	1	i	1	3	0	i
C=CCOC(=O)C1CC=CCC1C(=O)Oc1ccc(F)cc1F (stereo not drawn)	4	2	4	0.6	-8	i	1	-1	-7	i
CC(C)(CO)NC(=O)CC1C(=O)NCCN1Cc1ccc(-c2ccccc2)cc1 (stereo not drawn)	-6	1	-4	0.6	2	i	9	-1	1	i
CCNC(=O)C1(C)CCCN(C(=O)c2oc3ccccc3c2C)C1 (stereo not drawn)	3	5	0	-0.7	.	i	-1	-4	0	i

Marked active in Rpn11 block, among the entries above:
SMILES	DNMT1 inh	SUMO1-SIM PPI	CSN deneddyl inh	LMPTP block	Scp1 inh	Neddylation inh	STEP block	Rin1 Abl inh	NadD inh	Rpn11 block
O=C(Nc1ccc2c(c1)nc1n2CCOC1)C1CCCCC1	3	5	1	-1.5	-1	i	-1	2	1	+
